Screening results: PubChem, several laboratories
FAS TE block – FAS thioesterase (human) inhibition. inhibition, % at 15 µM. P49327. AID 602261. recombinant FAS-TE, OMFH fluorogenic substrate, fluorescence endpoint. actives 0.67% (n = 360,000);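 active = compounds whose normalised, plate-corrected inhibition of enzyme fluorescence in the single-dose primary screen is 50% or more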;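 note: 0% = DMSO with enzyme and 100% = substrate without enzyme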
MT1-MMP act inh – MT1-MMP (human) activation inhibition. actives 0.061% (n = 360,000). GFP/RFP ratio change, % at 20 µM. P50281. AID 651647. HT1080 RFP-PRO-GFP cells, GFP/RFP ratio fluorescence, overnight; percent of plate control window, DMSO zero;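 active = GFP/RFP ratio change of at least 30% with cell ATP level not reduced by more than half and red fluorescence within 50% of control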; note: strong numbers were not always called active
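Assay system: RFP-PRO-GFP reporter HT1080 cells; read-out basis: GFP/RFP fluorescence ratio; benchmarks: DMSO wells and RFP-L50D-GFP cells; doses: 20 µM single dose, 1% DMSO; schedule: overnight cell settling, then overnight compound exposure, 37 °C, 5% CO2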
MLLE-PAM2 inh – inhibitors of microRNA-mediated deadenylation, human PABP1 MLLE binding; P11940; GST-MLLE / FITC-PAM2 fluorescence polarization; inhibition, % at 20 µM; actives 0.36% (n = 360,000); in the data active = inhibition above about 35%, passing the limit was not always enough;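 note: plate controls were DMSO wells with GST-MLLE for no effect and wells lacking GST-MLLE protein for full effect; some results filed as inactive read as strong as hits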
MsrA inhibitor – inhibits bovine methionine sulfoxide reductase A; purified bovine MsrA, absorbance read-out; inhibition, % at 15.5 µM; actives 0.75% (n = 360,000); AID 651718; in the data active = inhibition above about 4.5%;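 note: 0% = vehicle wells with enzyme and 100% = reference inhibitor wells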
E coli Lon inh – inhibits E. coli Lon protease; P0A9M0; purified E. coli Lon protease, fluorescence polarization; inhibition, % at 7.94 µM; actives 0.42% (n = 360,000); AID 602123; in the data active = inhibition above about 13%, passing the limit was not always enough;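 note: 0% = enzyme with probe and DMSO and 100% = no enzyme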
bovine MsrA act – bovine methionine sulfoxide reductase A activation; purified bovine MsrA, absorbance read-out; activation, % at 10.6 µM; actives 0.3% (n = 360,000); in the data active = activation above about 7.5%;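 note: 0% = vehicle and 100% = reference activator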
SKN-1 block – inhibitors of C. elegans SKN-1; inhibition, % at 21.8 µM; C. elegans VP596 Pgst-4::GFP/RFP ratio, acrylamide-induced, 24 h; actives 0.49% (n = 360,000);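 active = interference check ratio from 0.5 to 1.5 plus GFP to RFP signal ratio inhibition reaching or exceeding a fixed threshold, cut at about 30% in these data, passing the limit was not always enough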; note: some compounds called inactive have numbers as strong as hits
CendR NRP1 mod – alters CendR peptide binding to human NRP-1 | O14786 | FAM-RPARPAR peptide binding to NRP-1, fluorescence polarization | inhibition, % at 25 µM | actives 0.85% (n = 360,000) | AID 602438;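 active = inhibition or corrected inhibition above about 18%, plus a signal ratio from 0.5 to 1.5, limit read from the data, passing the limit was not always enough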; note: strong numbers were not always called active
Target sequence (O14786 whole entry, looked up): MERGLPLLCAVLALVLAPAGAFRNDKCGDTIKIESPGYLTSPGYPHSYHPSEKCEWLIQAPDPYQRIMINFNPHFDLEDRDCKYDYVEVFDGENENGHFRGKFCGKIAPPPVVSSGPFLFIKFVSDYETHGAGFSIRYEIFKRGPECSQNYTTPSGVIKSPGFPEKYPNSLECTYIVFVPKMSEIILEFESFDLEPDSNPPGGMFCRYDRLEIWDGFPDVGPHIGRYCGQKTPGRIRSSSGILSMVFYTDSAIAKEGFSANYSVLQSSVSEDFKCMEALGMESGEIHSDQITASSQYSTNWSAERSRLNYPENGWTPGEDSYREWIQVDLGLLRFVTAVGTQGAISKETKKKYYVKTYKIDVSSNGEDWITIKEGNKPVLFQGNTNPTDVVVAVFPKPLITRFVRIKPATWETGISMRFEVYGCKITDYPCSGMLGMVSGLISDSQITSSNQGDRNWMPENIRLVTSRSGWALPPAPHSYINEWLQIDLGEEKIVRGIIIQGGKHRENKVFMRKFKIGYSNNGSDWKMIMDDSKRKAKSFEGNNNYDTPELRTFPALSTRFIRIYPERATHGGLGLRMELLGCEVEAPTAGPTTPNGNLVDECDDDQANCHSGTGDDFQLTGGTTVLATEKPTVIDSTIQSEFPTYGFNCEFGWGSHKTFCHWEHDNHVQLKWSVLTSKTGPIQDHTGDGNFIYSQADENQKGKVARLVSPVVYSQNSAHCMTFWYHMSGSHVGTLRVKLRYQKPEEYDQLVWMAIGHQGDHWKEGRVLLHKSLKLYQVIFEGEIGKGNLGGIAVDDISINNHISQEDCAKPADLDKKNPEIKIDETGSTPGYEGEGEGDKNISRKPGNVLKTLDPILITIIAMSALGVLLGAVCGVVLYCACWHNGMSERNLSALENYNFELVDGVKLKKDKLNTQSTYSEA
Tb MetRS inh – blocks T. brucei methionyl-tRNA synthetase activity | inhibition, % at 11.9 µM | actives 0.4% (n = 360,000) | purified T. brucei MetRS, ATP depletion, Kinase-Glo luminescence | AID 624268;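 active = inhibition above a per-plate cutoff of the control wells' mean inhibition plus 3 SD, cut at about 5.5% in these data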;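 note: 0% = DMSO wells median and 100% = median of wells with control inhibitor compound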
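Material: T. brucei methionyl-tRNA synthetase, purified; reagent: substrates ATP, L-methionine and bulk Escherichia coli tRNA; dosing: 11.9 µM single point; timing: 15 min plus 2 h at 25 °C; detection: luminescence of leftover ATP; evaluation: % inhibition; control set: DMSO-only wells as low control; replicates: singlicate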
Active calls of the source: *; nt = not tested or not shown; & = joins results of further samples.

SMILES	FAS TE block	MT1-MMP act inh	MLLE-PAM2 inh	MsrA inhibitor	E coli Lon inh	bovine MsrA act	SKN-1 block	CendR NRP1 mod	Tb MetRS inh
CCOc1cc(N2CCOCC2)c(OCC)cc1NS(=O)(=O)c1cc(NC(C)=O)ccc1OC	-6	3	-12	1.2	2	-3	15	9	3.5
O=C(Nc1ccc(Br)c(Cl)c1)C1CC1	2	8	2	0.9	-9	-4	20	6	-0.3
O=C(O)c1cc(S(=O)(=O)N2CCCc3ccccc32)ccc1Cl	-6	-5	1	1.7	-5	-1	5	8	-0.7
Cc1cc(NC(=O)CCC(=O)N(CC(=O)NCC2CCCO2)c2ccccc2C)no1 (stereo not given)	-6	-7	6	1.8	-6	-4	-21	-13	-0.7
O=C1OCC/C1=C\c1ccc(O)cc1	-6	-2	-8	2.5	-7	-2	-7	0	-1.3
CCCCCCN1C[C@@H](O)[C@H](n2cc(C3CC3)nn2)C[C@@H]1c1ccc(C)cc1	6	0	-2	1.4	-3	-1	11	-14	-0.3
Cc1cccc(C(=O)NC(NCCc2ccccc2)C(Cl)(Cl)Cl)c1 (stereo not given)	17	-2	-6	0.3	1	-13	5	2	-0.9
Cc1cc(C)c(NC(=O)COc2nncc3ccccc23)c(C)c1	-7	3	-28	0.1	-10	-12	-5	6	-1.6
Cc1ccc2nc(N(CCCN(C)C)C(=O)c3ccc(S(=O)(=O)N4CCCCCC4)cc3)sc2c1	20	-3	-7	-1.2	-6	-1	-3	2	-0.4
CC(=O)Nc1cccc(OCCCOc2ccc([N+](=O)[O-])cc2)c1	8	2	-21	1.3	1	0	21	12	0.5
O=C(Nc1cccc(C(=O)N2CCOCC2)c1)c1ncn[nH]1	-7	-2	-16	-1.1	-12	-4	8	-8	-1.0
CC1CCN(S(=O)(=O)c2ccc3c(c2)C(Cl)(Cl)C(=O)N3)CC1	-2	0	-112	-0.3	-13	0	-14	-13	-0.1
COc1ccccc1-c1coc2c(CN3CCCC(C)C3)c(O)ccc2c1=O (stereo not given)	-3	0	0	1.2	6	6	1	0	-0.3
CNC(=O)c1cc2c(cn1)[nH]c1ccccc12	-6	3	-1	0.0	-11	2	-8	3	0.5
CN(Cc1cccs1)C(=O)c1cc(S(=O)(=O)N2CCOCC2)ccc1F	1	-4	3	-1.0	-16	-3	-16	5	0.0
CCOC(=O)[C@@H]1[C@H]2COc3cc(OC)ccc3[C@@H]2N2C(=O)N(c3cccc(C)c3)C(=O)[C@]12C	18	0	-5	0.0	-7	-2	7	10	-0.1
CCC(C)Sc1ccc(-c2nc3cc(C)ccn3c2NC2CCCCC2)cc1 (stereo not given)	15&29	-68&-3	-87	2.0&0.4	-5&-9	-7&-4	15&11	-100&-43	-0.2&-0.2
COc1ccc(OC)c(C2C(C#N)=C(N)Oc3cc(N)ccc32)c1 (stereo not given)	-6	-2	-12	-0.7	-8	0	1	-25	36*
Cc1nn(C)cc1S(=O)(=O)Nc1ccc(F)c(F)c1	-2	-2	-7	0.5	1	-4	3	-1	0.0
O=C(CC1C(=O)NCCN1C(=O)Nc1ccc(F)cc1)Nc1ccc(F)cc1 (stereo not given)	0	2	3	-0.3	-2	-4	-2	17	0.6
O=c1cc(O)c2c(=O)n(-c3ccccc3)c3c(c2o1)CCCCC3	-2	-4	-2	0.8	7	-4	-2	-6	-0.1
CC1CCN(S(=O)(=O)c2ccc3[nH]c(=O)[nH]c3c2)CC1	0	-1	-5	-1.7	-2	-2	-8	-1	0.1
Cc1nc(Sc2ccc(Br)cc2)c(C#N)c(C)c1[N+](=O)[O-]	61*	-6	9	-0.3	3	-9	-1	1	-1.3
Cc1c(-c2ccc(Br)cc2)[n+](=O)c2c(n1[O-])CCCC2	-3	3	-13	0.4	-7	-2	-4	-8	-0.2
COC(=O)[C@]12CCCCC=C1N(Cc1ccc3c(c1)OCO3)C(=O)[C@H](CC(=O)NCCc1ccccc1OC)C2	nt	0	nt	-0.6	nt	nt	-6	6	0.1
Other structures follow:
SMILES	FAS TE block	MT1-MMP act inh	MLLE-PAM2 inh	MsrA inhibitor	E coli Lon inh	bovine MsrA act	SKN-1 block	CendR NRP1 mod	Tb MetRS inh
COC(=O)C1=C(C)N(C)C(C)=C(C(=O)OC)C1c1cccc(Br)c1	12	1	-3	1.0	-2	-6	0	-2	-1.0
CCN1CCN(CCNC(=O)c2ccc(CS(=O)(=O)c3c(Cl)cccc3Cl)o2)CC1	-3	-8	-3	-0.7	-7	-2	4	-1	-0.2
Cc1ccc2nc(N3CC(C)OC(C)C3)nc(-c3ccccc3)c2c1 (stereo not given)	12	0	0	-0.1	-9	-1	13	4	0.6
CC(C)CNC(=O)COc1ncnc2ccccc12	-6	-2	-4	-0.8	-6	-7	-3	14	-1.3
Cc1ccc(CS(=O)(=O)CC(C)(O)c2ccccc2)cc1 (stereo not given)	-6	-1	2	0.3	0	-1	-19	4	-0.8
S=c1[nH]nc(-c2ccc(Br)cc2)n1Cc1ccco1	-11	1	-7	-0.5	1	-8	1	3	-0.6
CN(C(=O)COc1ncnc2c1cnn2-c1ccccc1)C1CCCCC1	0	-4	-5	-0.4	-17	-3	17	-10	0.1
CN(C)S(=O)(=O)c1cc(NC(=O)c2ccc(-n3ccnc3)c([N+](=O)[O-])c2)ccc1Cl	-57	0	-28	-1.3	-2	0	-3	-13	9.9*
Cc1ccc(/C=N/NC(=O)c2cc3c(s2)CCCC3)o1	0	1	-12	2.9	-12	-9	6	-6	-0.4
O=[N+]([O-])c1cc(-c2nc(-c3ccncc3)no2)cc([N+](=O)[O-])c1	10	-3	2	-0.4	-5	1	5	2	-0.4
CC1(C(=O)O)CCC2(C)CCC3(C)C(=CC(=O)C4C5(C)CCC(=O)C(C)(C)C5CCC43C)C2C1 (stereo not given)	-5	3	7	-0.9	0	-3	10	0	-0.2
C[C@]12CC[C@H](O)CC1=CCC1C2CC[C@@]2(C)C1CC[C@@H]2NCc1ccccc1 (stereo not given in full)	-4	-2	4	0.3	-10	-6	-2	2	0.0
Cc1ccsc1/C=N/NC(=S)NCCc1ccccc1	12	4	1	0.8	6	-2	15	2	0.1
COc1ccc(C(=O)NNC(=S)NC(=O)c2ccco2)cc1	-6	11	0	3.6	3	1	4	0	-0.1
Cc1cc(SCC(=O)N(C)c2c(N)n(Cc3ccccc3)c(=O)[nH]c2=O)nc2ccccc12	-3	0	17	2.2	0	-2	-7	7	0.2
Cc1nn(S(=O)(=O)c2ccc(Cl)cc2)c(C)c1S(=O)(=O)N1CCOCC1	-4	0	-10	-0.7	-4	-4	-9	3	-0.5
COc1ccc(/C=C2\SC(=O)NC2=S)cc1OC	-12	-134	25	2.9	24	-17	-6	-43	0.3
COc1ccc(/C=N\NC(=O)C2CCCC2)cc1Br	1	1	2	-0.1	-11	1	17	-3	-0.2
NC(=O)COC(=O)CC1CC2CCC1C2 (stereo not given)	-2	6	-2	0.4	-10	-3	6	18	-0.5
COc1cc2[nH]c(=O)n(Cc3ccccc3Cl)c(=O)c2cc1OC	-5	-2	-17	0.8	3	-8	10	-5	-0.4
Cc1ccc2c(CN(C)Cc3ccccc3)cc(=O)oc2c1	4	-3	-5	0.7	6	-2	1	-8	-0.1
O=C(CN1C(=O)NC2(CCCCCCC2)C1=O)Nc1ccc(OC(F)F)cc1	2	1	5	-0.5	1	-3	-4	-16	-0.3
Cc1cc2nc(/C=C/c3cccnc3)[nH]c2cc1C	1	27	-11	3.7	-13	-1	21	-6	-0.6
CCN(c1ccccc1)S(=O)(=O)c1ccc2c(c1)CC(C)N2C(=O)C1CC1 (stereo not given)	8	2	4	-0.7	-7	-1	12	6	-0.2
Cn1ncc(C#N)c1/N=C/N1CCCCCC1	-11	-8	-2	1.1	-1	-1	-1	-10	0.4
(further entries)
SMILES	FAS TE block	MT1-MMP act inh	MLLE-PAM2 inh	MsrA inhibitor	E coli Lon inh	bovine MsrA act	SKN-1 block	CendR NRP1 mod	Tb MetRS inh
O=c1[nH]cnc2c1sc1nc(-c3ccccc3)c3c(c12)CCCC3	-3	1	-4	0.6	-3	-3	-3	-3	-0.3
CCOCc1nnc(NC(=O)C2c3ccccc3Oc3ccccc32)s1	-7	0	4	-0.2	-7	-4	-5	4	-0.4
COc1cccc(N(CC(=O)N2CCN(Cc3ccccc3)CC2)S(C)(=O)=O)c1	-7	-5	14	0.1	-1	0	7	2	-0.1
COc1ccc(C2=NN(CN3C(=O)C(=O)c4ccccc43)C(c3ccc(C)cc3)C2)cc1 (stereo not given)	14	-3	4	0.8	-8	3	22	20	-0.3
COc1ccc(/C(O)=C2/C(=O)C(=O)N(c3ncccn3)C2c2ccc(OC)cc2)cc1 (stereo not given)	-11	1	9	2.0	-3	-2	1	5	0.1
COC(=O)c1ccc(CNC(=O)CSc2nc3sc(C)c(C)c3c(=O)n2C)o1	-1	2	-5	-0.5	-11	0	13	-8	0.6
O=C(NC1CC(=O)N(c2cccc(F)c2)C1)N1CCN(C(=O)c2ccco2)CC1 (stereo not given)	-6	5	1	-0.3	-8	0	16	-4	-0.4
Cc1ccc(CNc2ccc(N3CCN(C)CC3=O)cc2)cc1	-8	4	9	-0.2	1	-10	-4	-10	0.0
CC1CCC(=NNc2ccc(C(F)(F)F)cc2[N+](=O)[O-])CC1 (stereo not given)	14	4	-9	0.5	-4	0	6	-2	0.4
